Screening data: PubChem, National Center for Advancing Translational Sciences (NCATS)
TRHR ag: agonists of human TRH receptor; P34981; TRHR cells, calcium flux fluo-8, FDSS agonist mode; activation, % at 2 µM; actives 0.18% (n = 360,000); further: 0% is about no effect
Target sequence (P34981 whole entry, looked up): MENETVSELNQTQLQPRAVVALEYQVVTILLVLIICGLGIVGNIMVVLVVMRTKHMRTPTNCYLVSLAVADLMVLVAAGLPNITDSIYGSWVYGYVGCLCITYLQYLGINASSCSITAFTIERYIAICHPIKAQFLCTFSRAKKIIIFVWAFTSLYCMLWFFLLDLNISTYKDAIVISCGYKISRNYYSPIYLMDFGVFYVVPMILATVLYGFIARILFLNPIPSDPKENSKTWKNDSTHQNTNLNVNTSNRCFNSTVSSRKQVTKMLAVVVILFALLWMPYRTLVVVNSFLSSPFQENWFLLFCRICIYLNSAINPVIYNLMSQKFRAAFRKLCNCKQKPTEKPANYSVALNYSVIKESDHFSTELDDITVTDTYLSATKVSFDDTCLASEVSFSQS
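TRHR-expressing cells loaded with fluo-8 calcium dye; 23 nL library compound pin-transferred, kinetic FDSS fluorescence (Ex 480/Em 530) recorded about 180 s for agonist-induced calcium release, before a 10 nM TRH EC20 addition for potentiator mode.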
RXFP1 antag: blocks the human relaxin receptor RXFP1 | activity change, negative = inhibition, % at 57.5 µM | actives 0.59% (n = 350,000) | HEK293-RXFP1, relaxin-stimulated cAMP HTRF, 30 min; stronger effect = lower value | AID 1259400 | Q9HBX9;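 active means activity change of -60% or lower, but not beyond a set lower limit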; further: on the % scale 0 is the no-effect control and ±100 the full control effect
TRHR PAM: TRH receptor (human) allosteric enhancement; P34981; TRHR cells, fluo-8 calcium fluorescence, EC20 TRH enhancement; enhancement, % at 2 µM; actives 0.66% (n = 360,000); AID 493056; in the data active means enhancement above about 30%; further: 0% is about no effect
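Enhancer read-out: after compound pinning and an initial kinetic agonist-mode read, an EC20 of TRH (10 nM final) was injected and fluo-8 calcium signal (Ex 480/Em 530) followed at 1 s/cycle for 100 cycles in TRHR-expressing cells.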
D2 antag: antagonizes the human D2 dopamine receptor; P14416; HEK293 TREx D2 cells, calcium flux, dopamine EC80; inhibition, % at 10 µM; actives 2% (n = 340,000); AID 485344; in the data active means inhibition above about 30%; further: 0% is about no effect
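In this primary screen, negative modulation is detected by tracking calcium flux after an EC80 dopamine challenge in inducible HEK293 T-REx D2 cells preexposed to test compound for 180 s.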
D2 agonist: activates the human D2 dopamine receptor. HEK293 T-REx D2 cells, calcium flux agonist mode. activation, % at 2 µM. actives 0.53% (n = 340,000);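 active means activation over 3 SD above normal in the single-dose calcium agonist read, cut at about 30% in these data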; further: 0% is about no effect
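Tetracycline-induced HEK293 T-REx cells with force-coupled D2 receptor, plated overnight at 30 C, loaded with no-wash calcium dye. After a 10 s baseline, compound was pin-added and calcium flux read kinetically for 180 s; calcium rises flagged agonists.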
D1 PAM: enhances dopamine response at the human D1 receptor; HEK293 TREx D1 cells, calcium flux, dopamine EC20 potentiation; potentiation, % at 10 µM; P21728; actives 0.036% (n = 360,000); AID 504651; in the data active means potentiation above about 30%; further: 0% is about no effect
Target sequence (P21728 whole entry, looked up): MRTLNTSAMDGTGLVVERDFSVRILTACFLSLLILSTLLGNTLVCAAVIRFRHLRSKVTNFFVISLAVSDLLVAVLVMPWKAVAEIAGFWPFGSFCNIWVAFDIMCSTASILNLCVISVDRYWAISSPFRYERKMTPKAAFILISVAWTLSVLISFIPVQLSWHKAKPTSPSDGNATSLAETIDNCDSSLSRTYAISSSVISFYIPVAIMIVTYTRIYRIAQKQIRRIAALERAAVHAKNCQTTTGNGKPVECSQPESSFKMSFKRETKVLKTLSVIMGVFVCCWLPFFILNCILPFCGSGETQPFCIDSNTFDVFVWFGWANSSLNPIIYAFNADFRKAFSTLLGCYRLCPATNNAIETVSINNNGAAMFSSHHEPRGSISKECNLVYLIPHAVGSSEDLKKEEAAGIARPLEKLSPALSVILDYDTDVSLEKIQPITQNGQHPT
D1 antagonist: human D1 dopamine receptor antagonism. P21728. HEK293 TREx D1 cells, calcium flux, dopamine EC80; stronger effect = lower value. activity change, negative = inhibition, % at 10 µM. actives 3.2% (n = 360,000). AID 504652; in the data active means activity change below about -30%; further: on the % scale 0 is the no-effect control and ±100 the full control effect
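Using tetracycline-induced force-coupled D1 Hek293 cells and a calcium dye, signals were followed for 180 s after compound, then for 180 s after EC80 dopamine, to detect inhibitors.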
D2 potentiator: D2 dopamine receptor (human) potentiation; P14416; HEK293 T-REx D2, calcium flux, EC20 dopamine potentiation; potentiation, % at 10 µM; actives 0.34% (n = 340,000);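 active means potentiation over 3 SD above the plate norm, cut at about 30% in these data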; further: 0% is about no effect
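Potentiation of an EC20 dopamine calcium response is measured in a force-coupled, tetracycline-inducible Hek293 Trex D2 line. Compound-only kinetic reads over 180 s flag agonists before dopamine addition.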
D1 ag: activates the human D1 dopamine receptor. AID 504660. HEK293 T-REx D1 cells, calcium flux, agonist mode. activation, % at 2 µM. actives 1% (n = 360,000). P21728; further: 0% is about no effect
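Tetracycline-induced HEK293 TREx D1 cells, force-coupled to calcium signalling, were dye-loaded with a no-wash calcium kit. Compound was pin-added after a 10 s baseline. Fluorescence was read kinetically at 1 cycle/s for 180 s, with calcium rises flagged as agonism.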
* hit, by the source's call. Unless noted, no stated cut-off is given here; in the data, active means activation above about 30%; inactive means the rest. Not a hit list. About 7.1% of those tested had a hit in this group.

Results for Cc1ccc(N2CC(C(=O)Nc3c4c(nn3C(C)(C)C)CS(=O)(=O)C4)CC2=O)cc1C (configuration not stated) ?
TRHR ag: -0.1; RXFP1 antag: 6; TRHR PAM: -8; D2 antag: 0; D2 agonist: 0.5; D1 PAM: -1; D1 antagonist: -8; D2 potentiator: 10; D1 ag: 0

Results for COC(=O)CC1C(=O)NCCN1C(=S)Nc1ccccc1Cl (configuration not stated) ?
TRHR ag: 0.2; RXFP1 antag: -12; TRHR PAM: -2; D2 antag: 7; D2 agonist: -0.3; D1 PAM: 2; D1 antagonist: 3; D2 potentiator: -7; D1 ag: 1

Results for COc1c2ccc(C(=O)NCCCCc3ccccc3)cc2nn1C ?
TRHR ag: 0.2; TRHR PAM: 4; D2 antag: 3; D2 agonist: 0.4; D1 PAM: -8; D1 antagonist: -35*; D2 potentiator: 9; D1 ag: 3

What do the screens show for `COc1ccc(NC(=O)CSCC(=O)N(C)CC(=O)Nc2c(C)cccc2C)cc1`?
TRHR ag: -0.2; RXFP1 antag: -5; TRHR PAM: -3; D2 antag: 4; D2 agonist: 0.1; D1 PAM: 4; D1 antagonist: -1; D2 potentiator: 2; D1 ag: 0

Results for Cc1ncc([N+](=O)[O-])n1CCOC(=O)c1cc(Cl)cc(Cl)c1N ?
TRHR ag: -0.5; RXFP1 antag: -1; TRHR PAM: 1; D2 antag: -6; D2 agonist: -0.4; D1 PAM: 1; D1 antagonist: 1; D2 potentiator: 5; D1 ag: 2

Results for O=C(NCc1ccccc1Cl)C(=O)c1cn(CC(=O)N2CCOCC2)c2ccccc12 ?
TRHR ag: 0.1; RXFP1 antag: 4; TRHR PAM: 1; D2 antag: 12; D2 agonist: 0.1; D1 PAM: -5; D1 antagonist: -1; D2 potentiator: -3; D1 ag: 3

How did CC1=C(C(=O)N(C)C)C(c2ccccc2OC(F)F)NC(=O)N1 (configuration not stated) do in these assays?
TRHR ag: 0.8; RXFP1 antag: -11; TRHR PAM: 10; D2 antag: -23; D2 agonist: 1.0; D1 PAM: -5; D2 potentiator: -6; D1 ag: 1

Results for Cn1sc(=O)c2cc(S(=O)(=O)NC3CC3)ccc21 ?
TRHR ag: -0.4; RXFP1 antag: 4; TRHR PAM: -2; D2 antag: 5; D2 agonist: 0.7; D1 PAM: 3; D1 antagonist: 16; D2 potentiator: 4; D1 ag: -1

How did CCn1cnc2cc(NCc3ccc(C)cc3)ccc21 do in these assays?
TRHR ag: -0.4; RXFP1 antag: -22; TRHR PAM: 5; D2 antag: 0; D2 agonist: 2.9; D1 PAM: -1; D1 antagonist: -4; D2 potentiator: 10; D1 ag: 13

What do the screens show for `COc1cccc(Nc2cc(C)nc3nc(C)nn23)c1`?
TRHR ag: -0.1; TRHR PAM: 6; D2 antag: -18; D2 agonist: -1.2; D1 antagonist: 6; D2 potentiator: 2; D1 ag: 0

What do the screens show for `O=C1Nc2cc(Cl)c(Cl)cc2N(O)N1c1ccc(Cl)cc1`?
TRHR ag: 2.0; RXFP1 antag: 7; TRHR PAM: -3; D2 antag: 14; D2 agonist: 0.9; D1 PAM: 2; D1 antagonist: -10; D2 potentiator: 0; D1 ag: 1

Results for CCCCn1c(N)c(N(Cc2ccccc2OC)C(=O)COc2ccccc2C#N)c(=O)[nH]c1=O ?
TRHR ag: 0.8; RXFP1 antag: -7; TRHR PAM: 3; D2 antag: -11; D2 agonist: -0.4; D1 PAM: 2; D1 antagonist: 8; D2 potentiator: 5; D1 ag: 2

How did Cc1cccc(Cn2c(N3CCN(C)CC3)nc3c2c(=O)n(C)c(=O)n3C)c1 do in these assays?
TRHR ag: -1.9; RXFP1 antag: -12; TRHR PAM: 7; D2 antag: -5; D2 agonist: -3.3; D1 PAM: -1; D1 antagonist: 10; D2 potentiator: 2; D1 ag: 3

Results for CC(=O)c1c(O)cc(O)c(C(C)=O)c1O ?
TRHR ag: 1.2; TRHR PAM: -5; D2 antag: 12; D2 agonist: -0.2; D1 PAM: -7; D1 antagonist: -45*; D2 potentiator: 13; D1 ag: 3

How did NS(=O)(=O)c1ccc(CCNC(=O)CSc2nc3ccsc3c(=O)n2CCCCCC(=O)O)cc1 do in these assays?
TRHR ag: 0.1; RXFP1 antag: -22; TRHR PAM: -9; D2 antag: -4; D2 agonist: 0.2; D1 PAM: -4; D1 antagonist: 10; D2 potentiator: -2; D1 ag: -1

Results for O=C(NCc1ccco1)c1ccc(Cl)c(S(=O)(=O)N2CCOCC2)c1 ?
TRHR ag: -0.3; RXFP1 antag: 34; TRHR PAM: 18; D2 antag: -2; D2 agonist: 0.7; D1 PAM: 3; D1 antagonist: 12; D2 potentiator: -1; D1 ag: -1

Results for CCOC(=O)C1(Cc2cccc(F)c2)CCN(C(=O)c2cnc(C)cn2)CC1 ?
TRHR ag: 0.6; RXFP1 antag: -5; TRHR PAM: -5; D2 antag: 18; D2 agonist: -1.0; D1 PAM: 0; D1 antagonist: -2; D2 potentiator: -12; D1 ag: 1

What do the screens show for `CC(O)c1nc2ccccc2n1C1CCCCC1` (configuration not stated)?
TRHR ag: -0.3; RXFP1 antag: -7; TRHR PAM: -4; D2 antag: 29; D2 agonist: -0.2; D1 PAM: -1; D1 antagonist: -14; D2 potentiator: -7; D1 ag: 1

What do the screens show for `COC(=O)c1ccc(NC(=O)CCc2c(C)nn(-c3ccc(N4CCOCC4)nn3)c2C)cc1`?
TRHR ag: -0.2; TRHR PAM: -2; D2 agonist: 0.7; D1 PAM: -6; D1 antagonist: -28; D2 potentiator: -5; D1 ag: 2

What do the screens show for `COc1cc(/C=N/Nc2cccc3cccnc23)cc(OC)c1O`?
TRHR ag: -0.3; RXFP1 antag: -22; TRHR PAM: 0; D2 antag: 1; D2 agonist: -0.4; D1 PAM: 1; D1 antagonist: 2; D2 potentiator: 5; D1 ag: -4

What do the screens show for `COc1ccc(NC(=O)C(C)N(c2ccc(C)cc2)S(C)(=O)=O)cc1` (configuration not stated)?
TRHR ag: -0.6; RXFP1 antag: 6; TRHR PAM: 4; D2 antag: 23; D2 agonist: -0.1; D1 PAM: 1; D1 antagonist: 11; D2 potentiator: 1; D1 ag: 8

How did CCOC(=O)c1cc(-c2ccccc2)n(CCCC(=O)Nc2cccc(Cl)c2C)c1C do in these assays?
TRHR ag: 1.0; RXFP1 antag: -23; TRHR PAM: 1; D2 agonist: -0.3; D1 PAM: -9; D1 antagonist: -68*; D2 potentiator: 2; D1 ag: 3

Results for COc1ccc(Nc2cc(C)c3cc(NC(=O)c4ccccc4Cl)ccc3n2)cc1 ?
TRHR ag: 0.1; TRHR PAM: 13; D2 agonist: -1.5; D1 PAM: -4; D1 antagonist: -19; D1 ag: -1

How did CCOCCCNCc1cc(Cl)ccc1OCC do in these assays?
TRHR ag: -0.6; TRHR PAM: -6; D2 antag: 0; D2 agonist: 0.1; D1 PAM: 5; D1 antagonist: 10; D2 potentiator: 3; D1 ag: 2

How did Cc1c(Cl)cnc(NC(=O)COC(=O)c2ccc3ncsc3c2)c1Cl do in these assays?
TRHR ag: -0.2; RXFP1 antag: -11; TRHR PAM: -3; D2 antag: 3; D2 agonist: -0.1; D1 PAM: 4; D1 antagonist: 6; D2 potentiator: 4; D1 ag: 1

What do the screens show for `COc1ccc(NC(=O)c2sc3nc(-c4cc5cccc(OC)c5oc4=O)[nH]c(=O)c3c2C)cc1`?
TRHR ag: 0.7; RXFP1 antag: -5; TRHR PAM: 8; D2 agonist: 0.2; D1 PAM: -3; D1 antagonist: 8; D2 potentiator: 9; D1 ag: -1

How did CCCCn1nc(C(=O)Nc2ccc(S(=O)(=O)Nc3ncccn3)cc2)c2ccccc2c1=O do in these assays?
TRHR ag: -0.4; RXFP1 antag: -9; TRHR PAM: 0; D2 antag: 2; D2 agonist: 0.8; D1 PAM: 5; D1 antagonist: 4; D2 potentiator: 2; D1 ag: 0

How did COc1ccc(-n2nnnc2SCC(=O)NCCc2ccccc2)cc1 do in these assays?
TRHR ag: -1.2; TRHR PAM: 9; D2 agonist: 0.4; D1 PAM: -5; D1 antagonist: 6; D2 potentiator: -3; D1 ag: -1

Results for Cc1ccccc1CCNC(=O)C1CC(O)CN1C(=O)Nc1ccccc1 (configuration not stated) ?
TRHR ag: 0.6; RXFP1 antag: 13; TRHR PAM: 0; D2 antag: -2; D2 agonist: 1.3; D1 PAM: -5; D1 antagonist: -29; D2 potentiator: 1; D1 ag: 3

Results for Oc1cncc(Cc2ccccc2)c1 ?
TRHR ag: 0.2; RXFP1 antag: -11; TRHR PAM: 7; D2 antag: 8; D2 agonist: 0.2; D1 PAM: 3; D1 antagonist: -18; D2 potentiator: -1; D1 ag: 5

How did CCC(=O)Nc1c(-c2ccc(C)cc2)nc2ccc(C)cn12 do in these assays?
TRHR ag: -0.2; RXFP1 antag: -7; TRHR PAM: 2; D2 antag: -5; D1 PAM: 1; D1 antagonist: 12; D1 ag: -3

How did O=C(Nc1cccnc1)c1c(F)c(F)c(F)c(F)c1F do in these assays?
TRHR ag: -1.0; RXFP1 antag: 0; TRHR PAM: -7; D2 antag: 10; D2 agonist: -0.7; D1 PAM: 0; D1 antagonist: -18; D2 potentiator: -2; D1 ag: 2

Results for Cc1cccn2c(=O)c3cc(C(=O)NCc4ccc(F)cc4)c(=N)n(CC4CCCO4)c3nc12 (configuration not stated) ?
TRHR ag: 2.2; RXFP1 antag: 10; TRHR PAM: 1; D2 antag: 7; D2 agonist: -0.2; D1 PAM: 4; D1 antagonist: 9; D2 potentiator: -2; D1 ag: -1

Results for COc1ccc(N2CCN(C(=O)c3ccc(COc4ccc([N+](=O)[O-])cc4)o3)CC2)cc1 ?
TRHR ag: 0.2; RXFP1 antag: -28; TRHR PAM: 8; D1 PAM: -2; D1 antagonist: -9; D1 ag: 4

Results for CC(C)C(NS(=O)(=O)c1cccc2nsnc12)C(=O)NCc1ccco1 (configuration not stated) ?
TRHR ag: 0.0; RXFP1 antag: -4; TRHR PAM: 2; D2 antag: -9; D2 agonist: -0.4; D1 PAM: 4; D1 antagonist: -5; D2 potentiator: -2; D1 ag: 2

Some of these compounds in order of SMILES length, falling:
Results for CC(C)C(NS(=O)(=O)c1cccc2nsnc12)C(=O)NCc1ccco1 (configuration not stated) ?
TRHR ag: 0.0; RXFP1 antag: -4; TRHR PAM: 2; D2 antag: -9; D2 agonist: -0.4; D1 PAM: 4; D1 antagonist: -5; D2 potentiator: -2; D1 ag: 2

How did CCC(=O)Nc1c(-c2ccc(C)cc2)nc2ccc(C)cn12 do in these assays?
TRHR ag: -0.2; RXFP1 antag: -7; TRHR PAM: 2; D2 antag: -5; D1 PAM: 1; D1 antagonist: 12; D1 ag: -3

How did O=C(Nc1cccnc1)c1c(F)c(F)c(F)c(F)c1F do in these assays?
TRHR ag: -1.0; RXFP1 antag: 0; TRHR PAM: -7; D2 antag: 10; D2 agonist: -0.7; D1 PAM: 0; D1 antagonist: -18; D2 potentiator: -2; D1 ag: 2
